Screening results as filed in PubChem BioAssay.
CHO-K1 Ca PAM = M1 PAM counterscreen hit in parental CHO-K1 cells | ATP EC20, Fluo-8 calcium fluorescence; 0% at ATP EC20, 100% at ATP max | activation, % at 3 µM | 360,000 tested, 0.02% active;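 active = activation above the run cutoff, the mean activation of all test compounds plus 3 SD, cut at about 40% in these data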;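 also: peak over basal fluorescence ratio in a 140 s read after ATP addition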
M5 antag = antagonists of human muscarinic M5 receptor (CHRM5); P08912; CHO-hM5 cells, Fluo-8 calcium fluorescence, ACh EC80; inhibition, % at 3 µM; 360,000 tested, 0.59% active; AID 624040;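 active = inhibition above a per-plate cutoff, the mean of that plate's test compounds plus 3 SD, cut at about 27% in these data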;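 also: 0% = acetylcholine EC80 with DMSO and 100% = DMSO without agonist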
Target sequence (P08912 whole entry, looked up): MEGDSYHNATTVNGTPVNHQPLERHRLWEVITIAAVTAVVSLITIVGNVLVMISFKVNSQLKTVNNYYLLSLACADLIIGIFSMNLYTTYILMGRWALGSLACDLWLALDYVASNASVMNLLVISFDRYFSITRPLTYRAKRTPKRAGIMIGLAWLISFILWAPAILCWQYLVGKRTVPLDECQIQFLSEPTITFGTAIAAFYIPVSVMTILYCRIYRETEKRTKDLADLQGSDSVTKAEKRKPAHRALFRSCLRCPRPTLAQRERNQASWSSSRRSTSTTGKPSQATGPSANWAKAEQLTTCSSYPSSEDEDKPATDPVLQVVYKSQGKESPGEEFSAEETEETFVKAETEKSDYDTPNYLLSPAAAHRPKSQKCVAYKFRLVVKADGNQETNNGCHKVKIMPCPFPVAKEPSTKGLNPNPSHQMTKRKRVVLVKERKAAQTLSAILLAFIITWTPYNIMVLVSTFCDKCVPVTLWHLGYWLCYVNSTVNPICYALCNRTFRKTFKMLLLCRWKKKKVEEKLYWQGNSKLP
TAAR1 ag = agonists of human TAAR1; Q96RJ0; CHO RD-HGA16 TAAR1, Fluo-8 calcium fluorescence; vehicle wells 0%, saturating PEA agonist 100%; activation, % at 3 µM; 360,000 tested, 0.99% active; AID 624467;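 active = activation above the mean activation of all test compounds in the run plus 3 SD, cut at about 38% in these data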
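Signal – calcium-sensitive Fluo-8 signal, excitation 470-495, emission 515-575 nm · System – RD-HGA16 (CHO) cells co-expressing Gα16 and hTAAR1 · Incubation – 17-24 h seeding, 75 min 37 °C dye, 30 min RT · Compound dosing – 3 µM single concentration · Repeats – no replicates (n 1)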
M5 PAM = CHRM5 positive allosteric modulation. P08912. activation, % at 3 µM. CHO-K1 hM5, Fluo-8 calcium, ACh EC20 PAM; 0% = ACh EC20, 100% = ACh EC100. 360,000 tested, 0.3% active;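 active = activation above the run cutoff, the mean activation of all test compounds plus 3 SD, cut at about 18% in these data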
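System: CHO-K1 cell line with stable human muscarinic M5 receptor expression | Also added: EC20 acetylcholine as agonist stimulus | Compound: One concentration, 3 µM final (nominal) | Timing: Fluo-8 loading 80 min at 37 °C plus 30 min room temperature | Measured by: Fluo-8 calcium dye fluorescence, kinetic read | Read-out basis: % activation, ACh-normalized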
CRFR2-BP ag = agonists of human CRF-binding protein/CRF-R2 receptor complex | HEK293 CRF-R2/CRF-BP, calcium dye fluorescence (FLIPR); percent of saturating CRF peptide response | activation, % at 13.2 µM | 350,000 tested, 0.46% active | AID 588473;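 active = activation of at least 50%, plus an integration ratio under a set limit after plate pattern correction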;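 also: plate controls were neutral control wells without compound for no effect and CRF at EC100 for full effect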
CHRM5 agonist = CHRM5 agonism in calcium assay. CHO-K1 hM5 cells, Fluo-8 calcium fluorescence; 0% DMSO wells, 100% maximal acetylcholine response. AID 624037. activation, % at 3 µM. P08912. 360,000 tested, 0.19% active;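 active = activation above the run's mean over test compounds plus 3 SD, cut at about 23% in these data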;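 also: signal is peak over basal fluorescence ratio across the kinetic read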
CRFR2-BP antag = blocks CRF-induced signaling of the CRF-BP/CRF-R2 complex; HEK293 CRF-R2/CRF-BP, CRF-induced calcium fluorescence; inhibition, % at 11.8 µM; 350,000 tested, 0.59% active;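 active = inhibition of the ligand-induced calcium signal above about 50% at the single tested concentration, limit read from the data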
TAAR1 antagonist = human TAAR1 antagonism | inhibition, % at 3 µM | CHO RD-HGA16 TAAR1, Fluo-8 calcium fluorescence, antagonist | 360,000 tested, 1.5% active | AID 624466;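 active = inhibition above a per-plate cutoff, the mean inhibition of test compounds on that plate plus 3 SD, cut at about 49% in these data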;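 also: 0% = DMSO plus EC80 beta-PEA response and 100% = DMSO alone without agonist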
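System: RD-HGA16 CHO cells with stable hTAAR1 and Gα16 | Probe or stimulus: EC80 β-phenethylamine stimulus | Dosing: 3 µM, single point | Times: Dye loading 75 min at 37 °C, then 30 min room temperature | Measured by: Fluo-8 calcium-sensitive fluorescence | Read-out basis: % inhibition of agonist calcium response | Replicates: n of 1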
M4 PAM = potentiates acetylcholine response at human M4 receptor; P08173; CHO-K1 hM4/Gqi5, Fluo-8 calcium fluorescence, ACh EC20; 0% = ACh EC20, 100% = maximal ACh; activation, % at 3 µM; 360,000 tested, 0.4% active;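 active = activation above its plate's cutoff, the mean activation of sample wells plus 3 SD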; also: some results filed as inactive read as strong as hits
Target sequence (P08173 whole entry, looked up): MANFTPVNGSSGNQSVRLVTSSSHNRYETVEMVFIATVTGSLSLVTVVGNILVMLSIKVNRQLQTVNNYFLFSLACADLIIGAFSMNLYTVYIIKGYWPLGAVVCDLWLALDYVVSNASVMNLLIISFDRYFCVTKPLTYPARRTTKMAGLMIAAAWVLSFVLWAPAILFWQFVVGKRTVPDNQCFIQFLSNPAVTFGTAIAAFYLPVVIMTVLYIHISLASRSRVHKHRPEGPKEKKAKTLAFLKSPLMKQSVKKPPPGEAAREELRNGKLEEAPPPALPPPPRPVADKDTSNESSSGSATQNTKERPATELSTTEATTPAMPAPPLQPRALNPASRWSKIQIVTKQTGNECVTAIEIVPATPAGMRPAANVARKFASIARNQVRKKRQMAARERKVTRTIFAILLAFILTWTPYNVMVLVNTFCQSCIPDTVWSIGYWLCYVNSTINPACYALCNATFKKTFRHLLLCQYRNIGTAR
* = called active by the depositor.

How did COc1ccccc1C(=O)NC(C)c1ccc(-n2ccnc2)cc1 (stereo not drawn) do in these assays?
CHO-K1 Ca PAM: 6.5; M5 antag: 13.1; TAAR1 ag: 0.2; M5 PAM: -7.0; CRFR2-BP ag: -0.5; CHRM5 agonist: -2.7; CRFR2-BP antag: 3.7; TAAR1 antagonist: 2.0; M4 PAM: -3.2

What do the screens show for `COc1cccc(N/C(SCc2ccccc2Cl)=C(/C#N)C(=O)NCc2cccs2)c1`?
CHO-K1 Ca PAM: 2.9; M5 antag: 8.9; TAAR1 ag: 3.3; M5 PAM: -13.3; CRFR2-BP ag: 9.5; CHRM5 agonist: -0.4; CRFR2-BP antag: -7.7; TAAR1 antagonist: 30.2; M4 PAM: 1.3

What do the screens show for `O=C(CSCc1ccccc1)Nc1cc([N+](=O)[O-])ccc1F`?
CHO-K1 Ca PAM: 15.1; M5 antag: 0.7; TAAR1 ag: 3.2; M5 PAM: -7.3; CRFR2-BP ag: -1.3; CHRM5 agonist: -5.0; CRFR2-BP antag: 84.6*; TAAR1 antagonist: 5.6; M4 PAM: -3.0

How did O=S(=O)(c1ccc(SCc2cccc(Cl)c2)nc1)N1CCCC1 do in these assays?
CHO-K1 Ca PAM: 17.6; M5 antag: 3.6; TAAR1 ag: 5.4; M5 PAM: -25.6; CRFR2-BP ag: 3.8; CHRM5 agonist: -7.8; CRFR2-BP antag: 6.0; TAAR1 antagonist: -10.0; M4 PAM: -7.4

How did O=C(c1ccco1)N1CCCC(c2nc3c(nnn3Cc3ccccc3)c(=O)[nH]2)C1 (stereo not drawn) do in these assays?
CHO-K1 Ca PAM: -2.5; M5 antag: 7.6; TAAR1 ag: -2.7; M5 PAM: 8.9; CRFR2-BP ag: 0.8; CHRM5 agonist: -2.1; CRFR2-BP antag: 2.9; TAAR1 antagonist: -14.3; M4 PAM: 0.5

Results for CCOC(=O)C(CC)/C(C)=N/NC(=O)c1ccc([N+](=O)[O-])cc1 (stereo not drawn) ?
CHO-K1 Ca PAM: -4.3; M5 antag: 2.6; TAAR1 ag: 0.5; M5 PAM: 0.8; CRFR2-BP ag: 0.6; CHRM5 agonist: 0.3; CRFR2-BP antag: 10.8; TAAR1 antagonist: -2.4; M4 PAM: 1.5

How did CCS(=O)(=O)c1nc(S(=O)(=O)c2ccc(C)cc2)c(NCCN2CCOCC2)s1 do in these assays?
CHO-K1 Ca PAM: 20.2; M5 antag: 6.6; TAAR1 ag: -0.4; M5 PAM: -1.3; CRFR2-BP ag: -0.2; CHRM5 agonist: -7.4; CRFR2-BP antag: -1.9; TAAR1 antagonist: -8.7; M4 PAM: -3.1

Results for OCC[C@H]1C[C@H](O)[C@@H](O)[C@]2(Cc3ccccc3CO2)O1 ?
CHO-K1 Ca PAM: 6.5; M5 antag: 2.6; TAAR1 ag: 2.0; M5 PAM: 10.6; CRFR2-BP ag: -1.3; CHRM5 agonist: 0.9; CRFR2-BP antag: -0.9; TAAR1 antagonist: -2.0; M4 PAM: -1.1

How did CCCCSC(=S)N(C)C1CCS(=O)(=O)C1 (stereo not drawn) do in these assays?
CHO-K1 Ca PAM: 15.9; M5 antag: 1.8; TAAR1 ag: -1.1; M5 PAM: 1.8; CRFR2-BP ag: -1.3; CHRM5 agonist: -5.5; CRFR2-BP antag: 2.0; TAAR1 antagonist: -13.5; M4 PAM: 2.9

What do the screens show for `CC1CCCCC12NC(=O)N(CC(=O)Nc1cccnc1)C2=O` (stereo not drawn)?
CHO-K1 Ca PAM: 17.2; M5 antag: 3.2; TAAR1 ag: 0.6; M5 PAM: 2.0; CRFR2-BP ag: -2.2; CHRM5 agonist: -1.1; CRFR2-BP antag: 0.3; TAAR1 antagonist: -4.7; M4 PAM: 1.9

What do the screens show for `CCOC(=O)c1[nH]cnc1C(=O)N1CCN(C(=O)OC(C)(C)C)CC1`?
CHO-K1 Ca PAM: -12.1; M5 antag: -9.6; TAAR1 ag: 2.0; M5 PAM: 9.2; CRFR2-BP ag: -0.5; CHRM5 agonist: -2.8; CRFR2-BP antag: 7.8; TAAR1 antagonist: -4.7; M4 PAM: 24.0*

How did COCCN(C(=O)CN1CCN(S(=O)(=O)c2ccc(F)cc2)CC1)c1c(N)n(Cc2ccccc2)c(=O)[nH]c1=O do in these assays?
CHO-K1 Ca PAM: 15.6; M5 antag: -5.5; TAAR1 ag: 1.8; M5 PAM: 1.4; CRFR2-BP ag: -1.7; CHRM5 agonist: -4.5; CRFR2-BP antag: 17.9; TAAR1 antagonist: -3.6; M4 PAM: -2.4

How did CCCCCCn1c(SCC(=O)c2c(N)n(C)c(=O)n(C)c2=O)nc2ccccc21 do in these assays?
CHO-K1 Ca PAM: -2.4; M5 antag: 0.5; TAAR1 ag: -0.1; M5 PAM: -3.6; CRFR2-BP ag: 4.3; CHRM5 agonist: -1.9; CRFR2-BP antag: 5.3; TAAR1 antagonist: 3.5; M4 PAM: -3.6

How did CCOC(=O)Cc1csc(NC(=O)c2c(C)noc2C)n1 do in these assays?
CHO-K1 Ca PAM: 2.2; M5 antag: -0.2; TAAR1 ag: 2.0; M5 PAM: 5.1; CRFR2-BP ag: 2.5; CHRM5 agonist: -1.5; CRFR2-BP antag: -1.1; TAAR1 antagonist: -4.3; M4 PAM: 3.6

How did COc1cc([N+](=O)[O-])ccc1NC(=O)C[n+]1ccccc1 do in these assays?
CHO-K1 Ca PAM: 17.7; M5 antag: 16.5; TAAR1 ag: 1.9; M5 PAM: -11.3; CRFR2-BP ag: 0.0; CHRM5 agonist: -1.9; CRFR2-BP antag: -7.3; TAAR1 antagonist: -1.8; M4 PAM: -8.4

What do the screens show for `O=C(Nc1cccc(C(F)(F)F)c1)C1CCCCC1`?
CHO-K1 Ca PAM: -3.0; M5 antag: -0.1; TAAR1 ag: 3.5; M5 PAM: -3.6; CRFR2-BP ag: 4.2; CHRM5 agonist: -6.3; CRFR2-BP antag: -11.5; TAAR1 antagonist: -11.9; M4 PAM: -5.1

How did O=C(CN1CCN(Cc2ccccc2)CC1)N/N=C/C=C/c1ccccc1[N+](=O)[O-] do in these assays?
CHO-K1 Ca PAM: 16.3; M5 antag: 9.4; TAAR1 ag: 3.2; M5 PAM: -4.7; CRFR2-BP ag: 0.1; CHRM5 agonist: -2.6; CRFR2-BP antag: 10.1; TAAR1 antagonist: 10.5; M4 PAM: -5.0

What do the screens show for `O=C(c1cc([N+](=O)[O-])ccc1Cl)N1CCN(c2ccc([N+](=O)[O-])cc2)CC1`?
CHO-K1 Ca PAM: 15.5; M5 antag: 2.2; TAAR1 ag: 3.7; M5 PAM: -13.4; CRFR2-BP ag: -0.6; CHRM5 agonist: 3.8; CRFR2-BP antag: 12.8; TAAR1 antagonist: 3.5; M4 PAM: -11.8

How did COc1ccccc1NC(=O)CSc1nnc(CNC(=O)c2ccccc2F)o1 do in these assays?
CHO-K1 Ca PAM: 1.6; M5 antag: 6.6; TAAR1 ag: 3.8; M5 PAM: 0.9; CRFR2-BP ag: -0.7; CHRM5 agonist: -1.1; CRFR2-BP antag: 10.4; TAAR1 antagonist: -24.7; M4 PAM: 1.4

Results for Cc1cccc(NC(=O)CSc2nnc(C)c(=O)n2N)c1C ?
CHO-K1 Ca PAM: 5.0; M5 antag: -2.6; TAAR1 ag: 0.8; M5 PAM: -3.6; CRFR2-BP ag: -2.2; CHRM5 agonist: -1.8; CRFR2-BP antag: 16.8; TAAR1 antagonist: 3.3; M4 PAM: 5.3

What do the screens show for `CCOc1ccc2nc(C(C)O)[nH]c2c1` (stereo not drawn)?
CHO-K1 Ca PAM: 15.6; M5 antag: -0.3; TAAR1 ag: 7.4; M5 PAM: 6.7; CRFR2-BP ag: -1.9; CHRM5 agonist: -0.1; CRFR2-BP antag: -23.1; TAAR1 antagonist: 3.0; M4 PAM: 2.1

What do the screens show for `NC(=O)c1ccc2c(=O)n3c(-c4cccs4)csc3nc2c1`?
CHO-K1 Ca PAM: 10.1; M5 antag: 5.9; TAAR1 ag: 0.4; M5 PAM: -1.3; CRFR2-BP ag: -1.0; CHRM5 agonist: -4.7; CRFR2-BP antag: -3.1; TAAR1 antagonist: 19.6; M4 PAM: 4.7

Results for CC(C)Cc1nnc(NC(=O)CCc2ccccc2)s1 ?
CHO-K1 Ca PAM: -21.6; M5 antag: -2.3; TAAR1 ag: -0.5; M5 PAM: -4.7; CRFR2-BP ag: -0.5; CHRM5 agonist: 2.0; CRFR2-BP antag: -22.7; TAAR1 antagonist: -22.2; M4 PAM: -2.6

What do the screens show for `CCOC(=O)CSc1nnc(NC(=O)c2cccc([N+](=O)[O-])c2)s1`?
CHO-K1 Ca PAM: 18.1; M5 antag: 0.9; TAAR1 ag: 5.5; M5 PAM: -6.0; CRFR2-BP ag: 0.3; CHRM5 agonist: 5.4; CRFR2-BP antag: -16.8; TAAR1 antagonist: -8.0; M4 PAM: -2.6

How did CCOc1ccccc1-c1cc(NC)ncn1 do in these assays?
CHO-K1 Ca PAM: 20.5; M5 antag: -2.8; TAAR1 ag: 1.3; M5 PAM: 3.2; CHRM5 agonist: -0.5; TAAR1 antagonist: -2.3; M4 PAM: 0.8

Results for CC(C)c1nc(-c2ccc([N+](=O)[O-])cc2)cs1 ?
CHO-K1 Ca PAM: 21.1; M5 antag: 4.3; TAAR1 ag: 1.1; M5 PAM: -1.4; CRFR2-BP ag: -2.8; CHRM5 agonist: -3.6; CRFR2-BP antag: -9.2; TAAR1 antagonist: -2.6; M4 PAM: -0.6

Results for CCC1(c2ccc(OC)cc2)NC(=O)N(CC(=O)c2ccc3c(c2)OCCO3)C1=O (stereo not drawn) ?
CHO-K1 Ca PAM: -1.8; M5 antag: 2.8; TAAR1 ag: 37.7*; M5 PAM: 2.3; CRFR2-BP ag: 10.5; CHRM5 agonist: 19.2; CRFR2-BP antag: -34.5; TAAR1 antagonist: -0.4; M4 PAM: 2.4

What do the screens show for `O=C(NCCO)c1cc2c([nH]c3ccccc32)c(-c2ccccc2)n1`?
CHO-K1 Ca PAM: 9.2; M5 antag: -5.7; TAAR1 ag: 8.1; M5 PAM: -6.2; CRFR2-BP ag: -5.1; CHRM5 agonist: -3.2; CRFR2-BP antag: 10.3; TAAR1 antagonist: 7.3; M4 PAM: -1.5

Results for CN1C(=O)/C(=C\c2ccc(OC(=O)c3ccco3)cc2)SC1=S ?
CHO-K1 Ca PAM: -24.7; M5 antag: 13.3; TAAR1 ag: 3.7; M5 PAM: -0.2; CRFR2-BP ag: 1.9; CHRM5 agonist: -1.5; CRFR2-BP antag: 2.1; TAAR1 antagonist: -6.1; M4 PAM: 6.4

Random draw from the library. About 4.2% of those tested had a hit in this group.
